High-throughput results: PubChem, several laboratories
Calpain2 inh = blocks pig calpain II enzyme activity; 0.37% of 220,000 active; purified calpain II, fluorogenic peptide substrate, 30 min; AID 1236; inhibition, % at 16 µM;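 active = inhibition above about 50%, limit read from the data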
Runt-SMMHC FRET = inhibitors of human RUNX1 Runt domain binding to CBFb-SMMHC; Cerulean-Runt/Venus-CBFb-SMMHC FRET ratio 530/480, 1 h; 0.74% of 220,000 active; AID 1434; inhibition, % at 20 µM;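 active = mean inhibition across duplicate retests at 20 µM reaching about 50%, limit read from the data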;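 also: 0% = DMSO wells and 100% = wells with excess untagged CBFb-SMMHC; inhibitors lower the FRET ratio by blocking Runt binding to CBFb-SMMHC; some results filed as inactive read as strong as hits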
Target sequence (Q01196 whole entry, looked up, the tested form may be a part): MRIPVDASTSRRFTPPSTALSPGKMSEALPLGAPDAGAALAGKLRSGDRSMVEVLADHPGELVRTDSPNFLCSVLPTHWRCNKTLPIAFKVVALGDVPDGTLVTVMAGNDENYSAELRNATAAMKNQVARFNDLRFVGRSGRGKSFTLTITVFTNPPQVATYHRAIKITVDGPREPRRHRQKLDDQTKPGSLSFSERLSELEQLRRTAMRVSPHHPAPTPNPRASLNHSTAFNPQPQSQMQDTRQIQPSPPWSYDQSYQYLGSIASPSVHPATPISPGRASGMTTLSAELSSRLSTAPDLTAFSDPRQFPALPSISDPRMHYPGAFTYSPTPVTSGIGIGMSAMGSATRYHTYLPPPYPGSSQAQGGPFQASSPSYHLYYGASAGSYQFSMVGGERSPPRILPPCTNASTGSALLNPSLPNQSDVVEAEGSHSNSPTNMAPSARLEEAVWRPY
Target sequence (Q13951 whole entry, looked up, the tested form may be a part): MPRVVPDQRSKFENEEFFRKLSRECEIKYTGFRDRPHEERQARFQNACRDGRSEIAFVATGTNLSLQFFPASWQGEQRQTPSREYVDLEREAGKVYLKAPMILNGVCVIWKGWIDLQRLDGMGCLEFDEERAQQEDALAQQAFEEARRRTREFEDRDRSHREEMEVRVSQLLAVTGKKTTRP
p97 ATPase inh = inhibitors of human p97 ATPase; P55072; 0.42% of 220,000 active; inhibition, % at 8 µM; recombinant p97 ATPase, Kinase-Glo ATP luminescence, 3 h; in the data active = inhibition above about 15%;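 also: 0% = DMSO vehicle and 100% = wells lacking enzyme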
Furin inhibitor = inhibitors of human furin; P09958; purified furin, fluorogenic substrate cleavage; inhibition, % at 30 µM; 0.061% of 220,000 active; AID 463115; in the data active = inhibition above about 25%; also: inactives centre near -15
RBBP9 inh = blocks human serine hydrolase RBBP9 | recombinant RBBP9, FP-Rh probe fluorescence polarization | O75884 | 0.2% of 220,000 active | inhibition, % at 7.94 µM;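 active = inhibition above the campaign mean of all tested compounds plus 3 SD, cut at about 14% in these data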;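 also: plate controls were DMSO wells with RBBP9 for no effect and wells lacking RBBP9 protein for full effect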
Target sequence (O75884 whole entry, looked up): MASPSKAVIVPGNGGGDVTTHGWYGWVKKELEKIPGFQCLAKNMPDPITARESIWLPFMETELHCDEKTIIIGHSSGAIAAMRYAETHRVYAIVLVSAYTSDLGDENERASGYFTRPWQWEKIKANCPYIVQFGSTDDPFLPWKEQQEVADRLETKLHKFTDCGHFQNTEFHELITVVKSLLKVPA
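Test system – recombinant human RBBP9 · Input – RBBP9 2.5 µM in dispensing solution, pre-mixing · Medium – Tris buffer pH 8.0, NaCl, Pluronic · Schedule – preincubation 30 min plus labeling 45 min at 25 °C · Measured by – fluorescence polarization · Measure – % inhibition · Controls – DMSO and no-protein wells · Replicates – one well per compound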
EBV gp42 inh = EBV gp42 inhibition | Q1HVG2 | Fluorescence polarization binding assay, mP read-out | inhibition, % (tested at 21.74 µM) | 0.42% of 220,000 active | AID 1085; in the data active = inhibition above about 50%
Target sequence (Q1HVG2 whole entry, looked up): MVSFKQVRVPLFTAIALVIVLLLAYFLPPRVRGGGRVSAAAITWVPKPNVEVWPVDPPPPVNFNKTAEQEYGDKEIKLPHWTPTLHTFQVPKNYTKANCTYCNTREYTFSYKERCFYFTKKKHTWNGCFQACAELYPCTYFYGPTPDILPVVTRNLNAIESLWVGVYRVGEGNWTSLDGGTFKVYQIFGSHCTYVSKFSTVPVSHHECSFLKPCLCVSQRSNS
TbHK1 inh = blocks Trypanosoma brucei hexokinase 1 activity | recombinant TbHK1, G6PDH-coupled NADH A340 | inhibition, % at 10 µM | 0.11% of 220,000 active | AID 1430;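 active = inhibition of 50% or more in the single-dose primary screen; inactive = inhibition below 50%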
Runt-CBFb FRET = Runt domain-CBFb interaction inhibition. Cerulean-Runt/Venus-CBFb FRET ratio 530/480, 1 h. inhibition, % at 20 µM. 0.46% of 220,000 active;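 active = inhibition over about 50% at 20 µM in the single-dose screen, limit read from the data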;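 also: 0% = DMSO wells and 100% = excess unlabeled CBFb competitor control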
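Buffer or medium: Tris pH 7.5 buffer with BSA. Assay system: Cerulean-labeled Runt domain protein. Amount: each fluorescent fusion protein 100 nM. Read-out basis: loss of energy transfer signal. Incubation: 1 h compound exposure, room temperature. Probe or stimulus: Venus-CBFb binding partner, 100 nM. Detection: FRET, excitation 422 nm, emission at 530 and 480 nm.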
p47phox inh = blocks human p47phox regulatory protein of NADPH oxidases; p47phox/p22phox peptide binding, fluorescence polarization, 2 h; inhibition, % at 24.7 µM; 0.53% of 220,000 active;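 active = inhibition above about 30%, limit read from the data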;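 also: 0% = p47phox with labelled peptide and 100% = labelled peptide alone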
An asterisk follows results filed as active; i = inactive; . = no result given; [ ] = another dose, or the depositor's remark.

Calpain2 inh,Runt-SMMHC FRET,p97 ATPase inh,Furin inhibitor,RBBP9 inh,EBV gp42 inh,TbHK1 inh,Runt-CBFb FRET,p47phox inh,SMILES
31,3,5,3,-13,-3,23,16,-6,Cc1cccc(N2CCN(C(=S)c3ccc(-c4ccccc4[N+](=O)[O-])o3)CC2)c1
7,-3,-3,1[20 µM],-14,-7,-7,3,-9,O=C(CSc1ncccn1)Nc1ccc(N2CCOCC2)cc1
3,-1,4,-10,-9,-10,-14,1,-16,Fc1ccc(NC(=S)N2CCCC(c3ccccc3)=N2)cc1
-1,4,6,-6,-3,-5,-18,.,-5,CNC(=S)NNC(=O)c1cccn(Cc2cccc(Cl)c2)c1=O
-12,4,-1,-22,-12,-14,-11,-1,-22,COc1ccc(NC(=O)C(Sc2nnc(-c3ccncc3)n2-c2ccccc2C)c2ccccc2)cc1Cl (centres undefined)
-116,0,-7,-24,-7,-2,7,-2,-4,O=c1ccc(/C=C/c2ccccc2)nn1Cc1ccc(F)cc1
-16,1,0,-32,-4,-5,0,-3,-4,COc1cccc(C2NC(=O)c3ccccc3O2)c1OCc1ccccc1F (centres undefined)
-12,0,-2,-22,-7,-23,-15,0,-8,Cc1cccc(NC(=O)c2cccnc2)c1
-26,0,4,-23,-5,-10,-8,-1,-3,COc1ccc(NC(=O)c2cc3ccccc3o2)cc1
-18,0,4,-13,5,2,-25,-1,5,CCOC(=O)CSc1nc(=O)n2ccc(C)cc2n1
-21,1,8,-10,-3,1,-8,0,-9,C=CCNC(=O)C1COc2ccccc2O1 (centres undefined)
-205,-14,-4,-19,-9,-12,-17,0,-2,CCOC(=O)c1cn(-c2nc(-c3ccc(Cl)c(Cl)c3)cs2)c2c(F)c(N3CCOCC3)c(F)cc2c1=O
-3,4,1,-27,-8,-12,6,-4,3,CCNC(=O)c1cc2ccccc2o1
-3,3,1,-21,-3,-7,-7,1,7,CCOC(=O)N1CCC(N2CCN(S(=O)(=O)c3ccc([N+](=O)[O-])cc3)CC2)CC1
-2,6,5,-25,5,-23,4,10,-1,Cc1n[nH]c(=S)n1/N=C/c1ccccc1
5,-3,6,-8,-3,-16,-34,3,1,C/C(=N/NC(=O)CN1CCN(Cc2ccccc2)CC1)c1ccc([N+](=O)[O-])cc1
-51,12,4,-17,-5,4,1,2,-6,Cc1c(C#N)c2ccccc2n1CC(=O)NCC1CCCO1 (centres undefined)
23,0,-9,-5[20 µM],-6,1,1,1,-3,CCCOc1ccc(C(=O)N2CCCc3ccccc32)cc1
62*,-2,-8,-4[20 µM],-10,31,0,-4,-8,CO/N=C/c1ccc(Sc2ccccc2N)c([N+](=O)[O-])c1
-9,2,5,-12,2,-6,4,1,-6,CC(C)CC(C(=O)Nn1cnnc1)N1C(=O)c2ccccc2C1=O (centres undefined)
-4,1,-1,-15[20 µM],-3,-21,3,0,-5,CC(C)NC(=O)c1ccc(OC2CSC2)cc1
-9,8,4,-10[20 µM],4,-20,-7,3,-4,O=c1[nH]cnc2c1C(c1ccccc1[N+](=O)[O-])c1c(nc[nH]c1=O)O2
-14,2,5,-16,-3,-21,-1,2,-8,COC(=O)CC1C(=O)NCCN1C(=O)c1ccc(S(=O)(=O)N2CCOCC2)cc1 (centres undefined)
-15,1,-1,-21,-3,-21,-5,-3,-10,COc1ccc(CCNC(=O)c2cc(-c3cccs3)on2)cc1OC
5,-5,-7,-5,-11,-9,-7,-2,-2,O=C(CN1CCN(c2ccccc2)CC1)Nc1scc2c1c(=O)oc1ccccc12
-39,-1,4,-22,-6,-11,-9,-4,-1,O=C(NCCC1=CCCCC1)c1cc(-c2ccncc2)nc2ccccc12
-46,2,5,-22[20 µM],-3,-11,2,1,-30,O=C(CSc1n[nH]c(-c2cccs2)n1)N1CCN(S(=O)(=O)c2ccccc2)CC1
-1,0,4,-15[20 µM],0,-11,4,0,-11,CCCn1c(SCC(=O)Nc2ccccc2N2CCOCC2)nc2c1c(=O)n(C)c(=O)n2C
-10,7,3,-16,-14,-5,1,-1,-4,Cc1ccc(-n2nc3c(=O)n(CC(=O)c4ccc(F)cc4)nc(C)c3c2C)cc1
9,0,7,-21,2,-1,1,1,3,FC(F)(F)c1cccc(NC(=S)NCCN2CCOCC2)c1
16,0,-1,-29,3,-13,-13,5,3,CCN1C(=O)/C(=C2\SC(=S)N(c3c(C)n(C)n(-c4ccccc4)c3=O)C2=O)c2ccccc21
6,3,-1,-19,4,1,1,0,3,COCCn1c(SC(C)C(=O)Nc2ccc(Cl)cn2)nnc1-c1ccncc1 (centres undefined)
-4,0,5,-20,-3,-12,-3,0,1,NC(=O)COC(=O)CCCSc1nc2ccccc2s1
-8,-3,4,-16,-2,-3,-10,4,-15,CNc1nc(C)nc(-c2ccccc2O)n1
15,-1,-2,-16,-8,4,11,-2,8,COc1ccccc1Nc1nc(N)nc(CN2CC(C)CC(C)C2)n1 (centres undefined)
-14,-5,2,-24[20 µM],-4,4,0,-2,-8,CS(=O)(=O)N(CC(=O)N/N=C/c1cc2c(cc1Br)OCO2)c1ccccc1Br
8,-1,-3,-16,-11,-3,-1,-4,0,O=C(COc1ccc(Cl)cc1)NCc1cn2cc(Cl)ccc2n1
-19,-3,-1,-26,-9,-12,-17,0,1,COc1cc(O)cc2occ(-c3ccc(O)cc3)c(=O)c12
i,-22,3,-19[20 µM],-12,-4,-10,-1,1,O=c1c2cc(N3CCOCC3)ccc2[nH]c(=S)n1CCCN1CCCC1
28,3,-3,-17[20 µM],-3,3,9,15,-12,CC(C)COc1ccc(CNC(=S)N/N=C/c2ccc([N+](=O)[O-])cc2)cc1
-7,-10,-3,-18,-7,22,-15,-5,-1,COc1ccc(C(=NNc2ccccc2C(=O)O)c2ccc(OC)cc2)cc1
-24,-1,6,-2,-1,-12,-13,4,-19,COc1ccccc1C1C(C(=O)c2cc3ccccc3o2)=C(O)C(=O)N1CCN1CCOCC1 (centres undefined)
24,.,-1,-19,-7,0,3,.,-4,O=S(=O)(c1cccc2nonc12)N1CCN(c2ccc(F)cc2)CC1
-231,6,-3,-23,-2,-2,-2,-1,-15,CSc1nc2ccccc2cc1/C=C(\C#N)c1ccccc1
-10,2,4,-17,2,2,-2,2,-9,CCOC(=O)c1[nH]cnc1C(=O)Nc1ccccc1OC
-41,-3,3,-20,-6,6,-1,0,-4,Cc1ccccc1N1Cc2ccccc2C1
0,0,-6,-17,-13,14,3,3,6,Cc1ccc2ncccc2c1NC(=S)NC(=O)c1ccccc1
-12,4,3,-12,-10,4,-3,0,-22,O=C(OCc1nc2ccccc2s1)c1ccc(Br)o1
14,2,5,-24,-5,1,-6,-1,2,COc1ccc(S(=O)(=O)NCC2CCC(C(=O)NCC(OC)OC)CC2)cc1 (centres undefined)
-10,4,-7,-15,-10,1,-11,-2,-2,CC(C)(C)NC(=O)NC(=O)CN1CCN(C(c2ccccc2)c2ccccc2)CC1
27,2,-6,-17,-1,-1,17,-2,-6,CCOC(=O)C1(Cc2ccccc2)CCN(Cc2cn[nH]c2-c2ccccc2)CC1
-5,-1,1,-20,1,-5,-5,1,-7,CCOC(=O)Cc1nc(-c2ccc(Cl)cc2)n[nH]1
2,0,6,-12,9,-18,2,0,2,CC(=O)Nc1ccc(Sc2ccccc2C(=O)O)cc1
.,.,-9,-7[20 µM],-8,.,1,.,.,CC1CCc2c(sc3nc(C4CC4)nc(N4CCN(C(=O)c5ccco5)CC4)c23)C1 (centres undefined)
2,-1,5,-16,4,-12,0,2,11,Cc1cc(C)nc(SCC(=O)N/N=C/c2cccc([N+](=O)[O-])c2)n1
-1,-5,-6,-9[20 µM],-10,-7,1,2,1,O=C(Cn1cnc2ccccc2c1=O)NCCC(=O)N1CCN(c2ccccc2)CC1
-15,-4,5,-27,-2,-14,0,1,-13,Cc1ccc(CC(=O)NCCS(=O)c2ccc(C)cc2)cc1 (centres undefined)
5,0,-3,-7,-10,1,-68,7,3,CCN(CC)c1ccc(/C=N/Nc2nn[nH]n2)cc1
-4,4,-38,-11,0,-14,14,0,-19,O=C1c2ccccc2-c2nnc(-c3ccccc3)cc21
-5,2,2,-17[20 µM],8,-14,1,-2,1,COc1ccc(-n2c(=O)cc(N3CC(C)OC(C)C3)[nH]c2=O)cc1 (centres undefined)

An excerpt from above in order of the EBV gp42 inh value, falling.
Calpain2 inh,Runt-SMMHC FRET,p97 ATPase inh,Furin inhibitor,RBBP9 inh,EBV gp42 inh,TbHK1 inh,Runt-CBFb FRET,p47phox inh,SMILES
-7,-10,-3,-18,-7,22,-15,-5,-1,COc1ccc(C(=NNc2ccccc2C(=O)O)c2ccc(OC)cc2)cc1
0,0,-6,-17,-13,14,3,3,6,Cc1ccc2ncccc2c1NC(=S)NC(=O)c1ccccc1
27,2,-6,-17,-1,-1,17,-2,-6,CCOC(=O)C1(Cc2ccccc2)CCN(Cc2cn[nH]c2-c2ccccc2)CC1
-19,-3,-1,-26,-9,-12,-17,0,1,COc1cc(O)cc2occ(-c3ccc(O)cc3)c(=O)c12
-4,4,-38,-11,0,-14,14,0,-19,O=C1c2ccccc2-c2nnc(-c3ccccc3)cc21

New compounds follow.
Calpain2 inh,Runt-SMMHC FRET,p97 ATPase inh,Furin inhibitor,RBBP9 inh,EBV gp42 inh,TbHK1 inh,Runt-CBFb FRET,p47phox inh,SMILES
9,-2,-6,-9,-2,-23,19,-1,-1,CCSc1nnc(-c2ccc(Cl)cc2Cl)o1
16,-6,-4,-12,-7,-1,0,0,7,CC(=O)N(Cc1cccnc1)c1cccc(-c2nc3ccccc3s2)c1
-11,-3,3,-19[20 µM],-6,-14,-2,2,0,COC(=O)c1cc(CSc2nc3ccccc3[nH]2)oc1C
-4,1,4,-22[20 µM],12,-1,-17,-2,-4,Cc1ccc(S(=O)(=O)N(CCCO)Cc2cc3c(C)ccc(C)c3[nH]c2=O)cc1
-295,-321,25*,-15[20 µM],8,67*,-7,-250,-76,O=C(NCCCO)Nc1ccc2nc(-c3ccco3)c(-c3ccco3)nc2c1
-32,.,0,-20,0,-3,-1,.,1,CC(=O)Cc1nsc(Nc2ccc(C)cc2)n1
23,-1,-6,-7,-17,2,3,-2,-10,Cc1ccc(N2C(=O)c3cccc(Oc4ccc(Cl)cc4)c3C2=O)c(C)c1
9,-2,1,-25,-6,-23,1,0,-3,Cc1[nH]c(=S)[nH]c(=O)c1Cc1ccccc1
-17,4,9,-12,-4,-11,3,0,-1,COc1cc(C(=O)O)ccc1O
-65,1,3,-15,2,2,-16,2,-20,O=C(O)c1cc(N2C(=O)CCC2=O)ccc1NCc1cccnc1
37,-1,-12,-5,-5,6,9,1,-11,Cc1ccc(S(=O)(=O)NCCC(c2ccccc2)c2ccco2)cc1 (centres undefined)
6,2,0,-28,-8,-21,3,-13,-6,CC1CC(C)(C)OC(C[N+]2(C)CCCCC2)O1 (centres undefined)
-149,-4,-2,-14[20 µM],-6,-11,3,2,-4,O=C1CCCC2=C1C1(CCCC1)N=C(Nc1nc3ccccc3s1)N2
30,-7,0,3,-3,1,-11,-3,-1,O=C1/C(=C/c2ccc(C(=O)O)cc2)CCC/C1=C\c1ccc(C(=O)O)cc1
-32,-2,5,-14,4,10,-1,-3,-16,COCCCn1c(SCC(=O)NC(C)(C)C)nnc1-c1cccs1

Complete entries, quoted from the list. Screens in order: Calpain2 inh	Runt-SMMHC FRET	p97 ATPase inh	Furin inhibitor	RBBP9 inh	EBV gp42 inh	TbHK1 inh	Runt-CBFb FRET	p47phox inh
Listed for O=C(CSc1ncccn1)Nc1ccc(N2CCOCC2)cc1 : 7	-3	-3	1[20 µM]	-14	-7	-7	3	-9
Listed for COc1ccc(S(=O)(=O)NCC2CCC(C(=O)NCC(OC)OC)CC2)cc1 (centres undefined) : 14	2	5	-24	-5	1	-6	-1	2
